MITF inh = inhibitors of human MITF. inhibition, % at 2.6 µM. AID 1259374. 0.91% of 650,000 active. O75030. AlphaScreen MITF homodimerization, bead proximity signal; in the data active means inhibition above about 50%;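 further: 0% = vehicle wells with protein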
Target sequence (O75030 whole entry, looked up): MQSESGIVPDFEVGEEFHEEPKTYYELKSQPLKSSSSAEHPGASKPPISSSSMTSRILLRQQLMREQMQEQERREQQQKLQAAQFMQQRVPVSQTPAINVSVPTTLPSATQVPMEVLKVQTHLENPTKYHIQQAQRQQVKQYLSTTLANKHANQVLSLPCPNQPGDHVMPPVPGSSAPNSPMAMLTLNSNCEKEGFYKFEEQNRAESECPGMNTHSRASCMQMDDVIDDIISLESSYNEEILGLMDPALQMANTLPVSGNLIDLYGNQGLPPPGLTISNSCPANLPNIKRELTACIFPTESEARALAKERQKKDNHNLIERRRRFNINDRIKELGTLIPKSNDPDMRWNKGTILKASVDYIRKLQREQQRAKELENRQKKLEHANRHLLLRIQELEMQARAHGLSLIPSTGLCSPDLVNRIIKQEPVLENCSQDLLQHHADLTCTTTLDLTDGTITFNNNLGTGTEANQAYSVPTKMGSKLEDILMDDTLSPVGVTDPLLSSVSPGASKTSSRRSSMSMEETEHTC
TEAD-YAP inh = TEAD-YAP interaction inhibition | inhibition, % at 9.12 µM | HEK-TIYL cells, TEAD-Gal4/YAP UAS-luciferase luminescence | 1.4% of 640,000 active; in the data active means inhibition above about 32%;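 further: 0% = median of test compound wells and 100% = reference inhibitor wells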
GPR151 activ = activators of human GPR151 | PathHunter beta-arrestin GPR151 cells, luminescence | activation, % at 11.2 µM | 1% of 650,000 active; in the data active means activation above about 4.9%;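 further: 0% = median of compound wells and 100% = cells with positive control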
Target sequence (Q8TDV0 whole entry, looked up): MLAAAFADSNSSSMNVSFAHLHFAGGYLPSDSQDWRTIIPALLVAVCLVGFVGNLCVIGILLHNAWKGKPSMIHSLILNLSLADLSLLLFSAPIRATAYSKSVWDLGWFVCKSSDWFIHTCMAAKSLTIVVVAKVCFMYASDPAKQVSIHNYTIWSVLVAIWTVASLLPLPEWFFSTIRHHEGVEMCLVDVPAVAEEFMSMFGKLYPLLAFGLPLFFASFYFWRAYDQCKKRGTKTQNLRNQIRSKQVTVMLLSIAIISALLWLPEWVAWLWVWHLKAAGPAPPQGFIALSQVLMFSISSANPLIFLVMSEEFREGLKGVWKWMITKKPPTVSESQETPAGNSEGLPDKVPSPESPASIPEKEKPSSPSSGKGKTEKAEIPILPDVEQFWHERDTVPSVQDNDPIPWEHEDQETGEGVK
FBW7 act = activators of human E3 ligase FBW7 | Q969H0 | AlphaScreen FBW7–phospho-cyclin E peptide binding, activator screen | normalized activity (activation), % at 26.1 µM | 0.13% of 650,000 active | AID 1259310; in the data active means normalized activity above about 1.9%;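 further: purified mutant Fbw7 with reduced substrate affinity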
* marks the source's active call; other numbers are inactive results.

1) CCc1ccc(NSc2ccccc2[N+](=O)[O-])cc1
2) CC1=C(C)CC(C(=O)N2CCN(C/C=C/c3ccccc3)CC2)C(C(=O)O)C1 (stereo not given)
3) N#C/C(=C\c1ccc2c(c1)OCO2)c1nn(CCO)c(N)c1C#N
4) O=C1c2ccccc2NC(c2ccco2)N1O (stereo not given)
5) CC1(C)CC(=O)C2=C(C1)N(c1cc(Cl)cc(Cl)c1)C1=C(C(=O)CC(C)(C)C1)C2c1ccc(F)cc1
6) CCOC(=O)Cn1c(C)c(C(C)=O)c2ccccc21
7) O=S(=O)(Cc1ccccc1)N1CCCC(c2nc(-c3ccc(F)cc3)no2)C1 (stereo not given)
8) CCOC(=O)CNS(=O)(=O)c1c(C)[nH]c(=O)[nH]c1=O
entry no.	1	2	3	4	5	6	7	8
MITF inh	6	7	24	1	21	-2	-3	8
TEAD-YAP inh	11	12	-11	3	2	-4	1	11
GPR151 activ	1.3	0.9	-1.0	0.5	-1.7	-1.6	0.6	-0.9
FBW7 act	0.1	0.0	0.2	-0.1	-0.1	0.0	0.0	0.0

9) CCOC(=O)C1CCCCN1Cc1ccc(OC)c(OC)c1 (stereo not given)
10) COc1cc(-c2nc(Nc3cccc([N+](=O)[O-])c3)c3ccccc3n2)cc(OC)c1OC
11) Cc1cc(C)cc(NC(=O)Cn2cnc3c(cnn3-c3ccc(C)c(C)c3)c2=O)c1
12) CCOc1ccc(NC(=O)CSc2nc3n[nH]c(C)c3c(=N)n2-c2cccc(C)c2)cc1
13) COc1cc(/C=C2/SC(=Nc3cc(C)cc(C)c3)NC2=O)cc(I)c1OCc1ccc(Cl)cc1
14) COc1ccc(CCNC(=O)c2ccc(CSCc3c(F)cccc3Cl)o2)cc1OC
15) CC(C)(C)c1ccc(S(=O)(=O)CCSc2nc(-c3cccs3)cc(-c3ccccc3)c2C#N)cc1
16) C=CCSc1nnc(N2C(=O)CC(c3ccsc3)C3=C2CCCC3=O)s1 (stereo not given)
entry no.	9	10	11	12	13	14	15	16
MITF inh	29	-1	3	-2	4	4	-6	0
TEAD-YAP inh	-4	5	4	7	17	10	-1	-10
GPR151 activ	-0.2	0.9	-0.3	0.8	-1.3	-0.5	-1.4	-0.2
FBW7 act	0.0	-0.2	0.2	-0.3	-0.1	-0.1	0.0	0.1

17) CC1CCCC(C)N1C(=O)c1csc2c1CCCC2 (stereo not given)
18) O=C(OCCOc1ccccc1)c1ccc([N+](=O)[O-])cc1
19) CN(CCO)c1cc(N2CCCCC2)c([N+](=O)[O-])cc1[N+](=O)[O-]
20) COc1ccc(NCC(=O)N/N=C(C)/C=C/C2C(C)=CCCC2(C)C)cc1 (stereo not given)
21) O=C(c1ccncc1)N1CCN(S(=O)(=O)c2cc(Cl)ccc2Cl)CC1
22) N#Cc1ccc(C=Nc2cccc3c(=O)[nH][nH]c(=O)c23)cc1
23) C=C(C)CONC(=O)c1cnc2sccn2c1=O
24) COc1ccc(N/C=C/C(=O)c2ccc(Cl)cc2)cc1
entry no.	17	18	19	20	21	22	23	24
MITF inh	3	11	4	4	4	4	22	-7
TEAD-YAP inh	-2	-2	6	-2	3	2	-60	-65
GPR151 activ	-1.2	3.6	-0.4	-0.4	-1.3	0.1	-1.0	0.8
FBW7 act	-0.1	-0.3	0.0	-0.1	0.1	-0.1	0.1	-0.1

25) COc1ccc(Cl)cc1C(=O)Nc1nc(C)cs1
26) COC(=O)c1ccccc1NC(=O)c1ccc(-c2cccc([N+](=O)[O-])c2)o1
27) O=C(N/N=C\c1c(O)ccc2ccccc12)c1ccc(S(=O)(=O)N2CCCCC2)cc1
28) CN(C)c1ccc(-c2nc(-c3cccc([N+](=O)[O-])c3)cc(=O)o2)cc1
29) Cc1ccc(C)c(S(=O)(=O)/N=C2\C=C(SCC(=O)O)C(=O)c3ccccc32)c1
30) C(#Cc1c2c(nc3c1CCc1ccccc1-3)-c1ccccc1CC2)c1ccccc1
31) CCOC(=O)C1=C(C)N=c2s/c(=C/c3ccccc3Cl)c(=O)n2C1/C=C/c1ccccc1 (stereo not given)
32) CCOC(=O)c1sc2nc(SCC#N)n(Cc3ccccc3)c(=O)c2c1C
entry no.	25	26	27	28	29	30	31	32
MITF inh	3	13	-33	14	4	1	3	-9
TEAD-YAP inh	-66	3	-9	3	-22	8	5	-9
GPR151 activ	-1.2	-1.4	-0.9	0.4	-1.3	-0.6	0.7	1.4
FBW7 act	0.3	0.8	0.0	0.0	-0.2	-0.1	-0.1	-0.1

In another format: results already given.
No. | SMILES | MITF inh | TEAD-YAP inh | GPR151 activ | FBW7 act
27 | O=C(N/N=C\c1c(O)ccc2ccccc12)c1ccc(S(=O)(=O)N2CCCCC2)cc1 | -33 | -9 | -0.9 | 0.0
28 | CN(C)c1ccc(-c2nc(-c3cccc([N+](=O)[O-])c3)cc(=O)o2)cc1 | 14 | 3 | 0.4 | 0.0
29 | Cc1ccc(C)c(S(=O)(=O)/N=C2\C=C(SCC(=O)O)C(=O)c3ccccc32)c1 | 4 | -22 | -1.3 | -0.2

The results go on:
33) N#Cc1cc2cc3c(cc2nc1SCC(=O)Nc1ccc2c(c1)OCO2)OCCO3
34) CCc1nc2sccn2c(=O)c1C(=O)NCc1cccs1
35) O=C1NC(Cc2ccccc2)C(=O)N1CC(=O)N1CCCc2ccccc21 (stereo not given)
36) COc1ccc(N2C(=O)C(Cl)=C(Nc3cccc(C)c3)C2=O)cc1
37) C/C(=N/NC(=O)c1ccccc1N)c1ccccc1Cl
38) O=C(NC[C@H](O)CO)c1cc(Nc2ccc3[nH]ncc3c2)ccn1
39) O=[N+]([O-])c1cc(F)c2c(Cl)nsc2c1
40) Cc1ccc(C)c(N2CCN(C(=O)CN3C(=O)c4cccnc4C3=O)CC2)c1
entry no.	33	34	35	36	37	38	39	40
MITF inh	-10	-9	5	11	5	14	7	5
TEAD-YAP inh	2	2	9	22	-23	4	12	-20
GPR151 activ	-0.3	-0.6	-1.4	-0.6	1.0	-1.6	-0.9	0.5
FBW7 act	-0.1	0.0	0.3	0.1	0.0	1.3	0.8	-0.3

41) COc1cccc(CN2CCC(CNc3cc(F)c(-c4cn[nH]c4)cc3OCCN(C)C)C2)c1 (stereo not given)
42) CC(=O)Nc1ccc(NC(=O)c2csc(-c3ccc(C(=O)N4CCN(C)CC4)cc3)n2)cc1
43) CC(C)NC(=O)c1ccc(C2SCC(=O)N2Cc2ccccc2)cc1 (stereo not given)
44) O=C(CSc1nnc(-c2cccc(F)c2)o1)OC1CCCCC1
45) CCCOc1ccc(C(CC(=O)O)NC(=O)c2ccc(C)cc2)cc1 (stereo not given)
46) CCOc1ccccc1N(CC)S(=O)(=O)c1cccc2nsnc12
47) CC1CC(C)(C)NC(=S)N1CC(=O)N(C)c1ccc(Br)cc1 (stereo not given)
48) CCN(CC)C(=O)Cn1cnc2sc(C(=O)N3CCN(Cc4ccc5c(c4)OCO5)CC3)c(C)c2c1=O
entry no.	41	42	43	44	45	46	47	48
MITF inh	6	4	22	-3	-3	6	-5	-9
TEAD-YAP inh	-19	9	3	7	-4	10	15	7
GPR151 activ	-0.7	0.5	-0.8	1.2	0.5	-0.9	1.7	-0.3
FBW7 act	-0.8	0.0	0.2	0.0	0.2	0.2	-0.1	0.0

49) O=C(Cn1nnc2ccccc2c1=O)Nc1ccc(F)c(F)c1F
50) COc1ccc(/C=N/NC(=O)CCC(=O)Nc2ccc(Cl)cc2C)cc1
51) COCCNC(=O)c1cncc(Br)c1
52) C/C(=N/NC(=O)c1ccncc1)c1c[nH]c2ccccc12
53) CCOc1ccc(-n2c(=O)[nH]c3c(C(N)=O)nc(C)nc32)cc1
54) O=C(NC(=S)NCC1(c2ccccc2)CCOCC1)c1ccccc1
55) CCn1c(=O)c2c(nc3n(-c4ccc(Br)cc4)c(C)cn23)n(C)c1=O
56) Cc1ccc(S(=O)(=O)Nc2nnc(C)s2)cc1
entry no.	49	50	51	52	53	54	55	56
MITF inh	4	12	1	14	2	19	1	2
TEAD-YAP inh	7	3	5	-11	2	-2	1	-1
GPR151 activ	-0.5	5.3*	-1.5	-1.5	-0.3	-1.0	1.8	0.2
FBW7 act	-0.1	0.2	0.3	0.2	0.1	0.1	-0.1	-0.1

57) O=C(O)CNC(=O)c1ccc(Cl)c(Cl)c1
58) C=CCOC(=O)C1=C(C)NC(SCC(=O)Nc2cc(OC)c(Cl)cc2OC)=C(C#N)C1c1cccs1 (stereo not given)
59) Cc1ccc(NC(=O)CCc2nnc3ccc(NCCCN4CCOCC4)nn23)cc1
60) COc1cc(N2CCCC2)ccc1[N+](=O)[O-]
61) Cc1ccc(NC(=O)c2cc(=O)c3ccccc3o2)cc1Cl
62) COc1ccc(CNCc2c(C(=O)O)c(C)n(Cc3c(F)cccc3Cl)c2C)cc1
63) COC(=O)C1=C(c2ccccc2)Nc2ncnn2C1c1cc(Br)ccc1OC (stereo not given)
64) Cc1ccc2cc(CN(CCCN3CCOCC3)C(=O)NCc3ccccc3)c(=O)[nH]c2c1
entry no.	57	58	59	60	61	62	63	64
MITF inh	13	6	10	18	0	12	-24	-11
TEAD-YAP inh	14	0	-2	8	1	13	10	-4
GPR151 activ	3.0	0.7	-0.5	-1.0	-0.3	-0.8	0.7	-1.2
FBW7 act	0.0	0.5	0.1	0.0	-0.2	0.7	0.1	0.0

65) O=[N+]([O-])c1cccc(N=C/C(O)=C/C=C/Nc2cccc([N+](=O)[O-])c2)c1
66) CCOc1ccccc1Nc1nc(-c2cc3cccc(OC)c3oc2=O)cs1
67) COCCNCCCCOc1ccc(C(C)C)c(C)c1
68) O=C(CN1CCOCC1)N1N=C(c2cccs2)CC1c1ccc(F)cc1 (stereo not given)
69) COc1ccc(/C=C/C(=O)Oc2ccc(C)c(C)c2)cc1OC
70) Cc1ccc(C2CC(c3cccs3)=NN2C(=O)CSc2nnc(CNC(=O)c3cccs3)n2-c2ccc([N+](=O)[O-])cc2)cc1 (stereo not given)
71) O=C(CC1(c2ccccc2)CC(=O)N(CCc2ccccn2)C1=O)N1CCCCCC1 (stereo not given)
72) CCOC(=O)c1c(C)[nH]c(C(=O)N/N=C\c2cccc(OC)c2)c1C
entry no.	65	66	67	68	69	70	71	72
MITF inh	-1	9	11	-1	12	12	11	-2
TEAD-YAP inh	-3	11	2	-4	12	-3	-11	46*
GPR151 activ	0.0	0.1	-0.5	1.2	0.4	-0.6	0.9	0.7
FBW7 act	-0.1	0.1	-0.2	0.1	0.1	0.0	0.0	0.0

Six records picked at random from the list so far:
69) COc1ccc(/C=C/C(=O)Oc2ccc(C)c(C)c2)cc1OC
67) COCCNCCCCOc1ccc(C(C)C)c(C)c1
71) O=C(CC1(c2ccccc2)CC(=O)N(CCc2ccccn2)C1=O)N1CCCCCC1 (stereo not given)
72) CCOC(=O)c1c(C)[nH]c(C(=O)N/N=C\c2cccc(OC)c2)c1C
70) Cc1ccc(C2CC(c3cccs3)=NN2C(=O)CSc2nnc(CNC(=O)c3cccs3)n2-c2ccc([N+](=O)[O-])cc2)cc1 (stereo not given)
68) O=C(CN1CCOCC1)N1N=C(c2cccs2)CC1c1ccc(F)cc1 (stereo not given)
entry no.	69	67	71	72	70	68
MITF inh	12	11	11	-2	12	-1
TEAD-YAP inh	12	2	-11	46*	-3	-4
GPR151 activ	0.4	-0.5	0.9	0.7	-0.6	1.2
FBW7 act	0.1	-0.2	0.0	0.0	0.0	0.1

3 entries from above, with tabs.
nr	canonical_smiles	MITF inh	TEAD-YAP inh	GPR151 activ	FBW7 act
32	CCOC(=O)c1sc2nc(SCC#N)n(Cc3ccccc3)c(=O)c2c1C	-9	-9	1.4	-0.1
33	N#Cc1cc2cc3c(cc2nc1SCC(=O)Nc1ccc2c(c1)OCO2)OCCO3	-10	2	-0.3	-0.1
34	CCc1nc2sccn2c(=O)c1C(=O)NCc1cccs1	-9	2	-0.6	0.0

The list goes on.
73) Cc1cc2[nH]c(=O)c(=O)[nH]c2cc1S(=O)(=O)N1CCOc2ccccc2C1
74) N#CCCCn1c(=O)oc2ccccc21
75) COCc1cc(C)nc(SCC(=O)Nc2cccc3ccccc23)c1C#N
76) Cc1ccccc1Oc1ccc(CN)cc1
77) O=[N+]([O-])c1ccc(N2CCN(S(=O)(=O)c3ccc(Cl)cc3)CC2)c2ncccc12
78) COc1cccc(C(=O)NNC(=O)c2ccccc2)c1
79) Cc1c(NC(=O)c2cc(Br)ccc2Cl)cccc1-c1nc2ccccc2o1
80) CCOC(=O)c1c(NC(=O)Cn2nc(C)c([N+](=O)[O-])c2C)sc(C)c1C
entry no.	73	74	75	76	77	78	79	80
MITF inh	-3	14	6	11	3	4	-3	-1
TEAD-YAP inh	-10	0	-5	-5	8	-48	-1	-2
GPR151 activ	-0.3	-1.0	1.2	-1.6	0.9	0.0	0.6	-0.8
FBW7 act	-0.1	0.0	0.0	0.2	-0.1	-0.1	0.1	0.0

Looked up above.
TEAD-YAP inh with no. 76 reads -5
TEAD-YAP inh with no. 75 reads -5

Screening data as filed in PubChem BioAssay.
